# HT1080 IDH1KD tx: HT-1080 IDH1 knockdown cell toxicity (counter line) | HT-1080 IDH1 knockdown viability, ATP luminescence, 48 h | Potency, µM (highest dose often 46.1 µM), for inactives: top-dose activity, negative = toxicity, most hits filed as cytotoxic | AID 686971 | 360,000 tested, 2% active;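 further: potency means the concentration at half of the fitted maximal effect; 0% = DMSO wells and -100% = cell-free medium wells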
#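 IDH1KD HT-1080 cells, 750/well, RPMI + 5% FBS; compound pinned after 2 h settling; 48 h, 37 °C; CellTiter-Glo luminescence; % activity normalised to DMSO and no-cell wells; curves fitted, classed by r2 and efficacy.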
# KB-V1 cytotox: kills drug-selected multidrug resistant KB-V1 cells; AID 1347076; Potency, µM (top dose mostly 46.1 µM), without a hit: at the top dose activity change, negative = cytotoxicity, actives largely listed as cytotoxic; 400,000 tested, 3.4% active; KB-V1 MDR cells viability, CellTiter-Glo, 72 h; further: potency means the concentration at half of the fitted maximal effect; on the % scale 0 is the no-effect control and ±100 the full control effect; nearly all actives have a fitted effect of over 60% in size
#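 Compound-treated KB-V1 multidrug-resistant cells, 72 h, 37 degrees C; viability by CellTiter-Glo. Fitted qHTS curves give the values.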
# ATXN2 expr inh: reduces ATXN2 reporter expression in HEK-293 cells; HEK-293 ATXN2-luciferase reporter, luminescence, 24 h; Potency, µM (top dose mostly 57 µM), inactives show at the highest dose activity change, negative = inhibition, hits mostly inhibitors; 360,000 tested, 0.72% active; AID 1745845; further: potency means the concentration at half of the fitted maximal effect; on the % scale 0 is the no-effect control and ±100 the full control effect; nearly all actives have a fitted effect of over 55% in size
#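 qHTS (up to 57 uM final) was run with 24 h compound exposure of reporter cells at 37 °C. Each well was multiplexed: SteadyGlo luminescence measured ATXN2-luciferase expression after a fluorogenic Gly-Phe-AFC viability readout (25 uM final).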
# IL-1B inflam inh: inflammasome signaling inhibition, IL-1 beta readout. 360,000 tested, 4.7% active. THP-1 LPS/ATP IL-1B secretion, AlphaLISA, 16 h; active compounds read low. activity change, % at 57.5 µM. AID 743279; in the data active means activity change below about -50%; inconclusive means mostly about -30% to -49%; further: on the % scale 0 is the no-effect control and ±100 the full control effect
#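 THP-1 cells pretreated 1 hr with compounds (up to 57.5 uM final), then stimulated with LPS (250 ng/mL final) plus ATP (1.25 mM final); secreted IL-1B measured by AlphaLISA after 16 hr, decreased signal indicating inhibition.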
# MCF10A rereplic: inducers of DNA re-replication in MCF 10A breast cells. MCF 10A DNA re-replication, Hoechst nuclear intensity, 48 h. Potency, µM (doses to about 46.1 µM), for inactives: top-dose activity, positive = re-replication, usual class: activators. 350,000 tested, 2.9% active; further: potency means the concentration at half of the fitted maximal effect; % of control where 0% means no effect; nearly all actives have a fitted effect of over 50% in size
# ATXN viability: cell viability loss in ATXN counter-screen; S2 cells (HEK-293 line with an ATXN2-luciferase reporter) viability, CellTiter-Fluor protease fluorescence, 24 h; Potency, µM (highest dose often 56.7 µM), most hits filed as cytotoxic; 400,000 tested, 0.49% active; AID 651635; further: potency means the concentration at half of the fitted maximal effect; nearly all actives have a fitted effect of over 40% in size
# HT1080-NT tox: kills 2HG-producing HT-1080-NT fibrosarcoma cells; HT-1080-NT fibrosarcoma viability, CellTiter-Glo ATP luminescence, 48 h; Potency, µM (doses to about 46.1 µM), for inactives: at the highest dose activity, negative = less viability, usual class: cytotoxic; 360,000 tested, 1.6% active;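 further: NT is the 2HG producing partner of a matched IDH1 knockdown line; potency means the concentration at half of the fitted maximal effect; 0% = DMSO-treated cells and -100% = media-only wells without cells; nearly all actives have a fitted effect of over 55% in size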
#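 HT-1080-NT; 750 cells/well; 5% FBS RPMI; 48 h compound, 37 degrees C; CellTiter-Glo luminescence; curve fitting and curve-class assignment.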
# KB-3-1 tox: kills parental KB-3-1 adenocarcinoma cells | Potency, µM (top dose mostly 46.1 µM), for inactives: top-dose activity change, negative = cytotoxic, most hits filed as cytotoxic | KB-3-1 viability, CellTiter-Glo ATP luminescence, 72 h | 400,000 tested, 1.4% active; further: potency means the concentration at half of the fitted maximal effect; on the % scale 0 is the no-effect control and ±100 the full control effect; nearly all actives have a fitted effect of over 60% in size
#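 KB-3-1 parental drug-naive adenocarcinoma cells in DMEM/10% FBS, incubated 72 h at 37 C with pin-transferred compounds across a concentration series. Viability by CellTiter-Glo luminescence; concentration-response curves fitted after normalization.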
# SW480 rereplic: inducers of DNA re-replication in SW480 colon cancer cells. SW480 DNA re-replication, Hoechst DNA content imaging, 48 h. Potency, µM (highest dose often 46.1 µM), for inactives: at the highest dose re-replication activation, usual class: activators. 340,000 tested, 1.8% active. AID 624297; further: potency means the concentration at half of the fitted maximal effect; % of control where 0% means no effect; nearly all actives have a fitted effect of over 55% in size
#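 Image-based read-out: total Hoechst fluorescence of nuclei (405 nm excitation, 500-530 nm emission), with hits raising the fraction of high-intensity nuclei. SW480 colon cells incubated 48 hr with compounds at 37 C.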
# An asterisk follows results filed as active; i = inactive; u = inconclusive; x = no result given; & = joins results of further samples; [ ] = remark or other dose. Unless noted, the call rests on the fitted dose curve; in most records, active means well fitted curve in the direction sought with a large enough effect; inconclusive means small, poorly fitted or top-dose-only effect, or another doubt; inactive means no such curve, though single readings can be large; an effect the other way counts as inactive or inconclusive. No enrichment for hits. Share with any hit: about 11%.
# Value order: HT1080 IDH1KD tx, KB-V1 cytotox, ATXN2 expr inh, IL-1B inflam inh, MCF10A rereplic, ATXN viability, HT1080-NT tox, KB-3-1 tox, SW480 rereplic
- O=C(c1cccs1)N1CCCC(c2nc(-c3ccc(F)cc3)no2)C1 (centres undefined)
    -24%, u, 17%, -7, -9%, i, -20%, 0%, 0%
- COc1cccc(Cn2cccc(NC(=O)Nc3cccc(C#N)c3)c2=O)c1
    -2%, u, -16%, -11, u, i, -13%, -13%, u
- O=C(O)C1=CC[C@@H](c2ccc(Cl)cc2)N(S(=O)(=O)c2ccc(Cl)cc2)[C@H]1c1ccc(F)cc1
    -9%, 13%, 1%, 6, u, i, -5%, -5%, -2%
- O=C(OCC(=O)N1CCCC1)c1ccc(OC(F)(F)F)cc1
    u, 0%, -14%, -7, 1%, i, u, 17%, 1%
- COc1ccccc1NC(=O)C1=C(C)Nc2nc(SCC(=O)c3ccc(C)cc3)nn2C1c1ccccc1C (centres undefined)
    x, -5%, 6%, x, x, i, x, 20%, x
- O=C(C/C=N/OCc1c(Cl)cccc1Cl)c1cnc(-c2ccccc2)s1
    8%, -4%, -27%, 10, 16%, i, 4%, -11%, 2%
- CN(C(=O)CSc1nc2ccc(NC(=O)c3ccccc3)cc2s1)c1ccccc1
    x, u, u, x, x, u, x, u, x
- CCN(CC(=O)Nc1ccccc1OC)C(=O)CSCC(=O)Nc1ccc(OC)cc1
    u, u, -6%, 20, -5%, i, 18µM*, -4%, -4%
- COc1ccc(CCN2C(=S)N(C)C(=O)C2CC(=O)Nc2ccc(OC)cc2)cc1 (centres undefined)
    u, -25%, 4%, -4, -5%, i, -17%, -5%, u
- COc1cccc(-c2sc3ccc(OC)cc3c2C#CC(C)(C)O)c1
    -24%, -8%, -14%, -88*, u, i, -19%, 3%, -6%
- Cc1c(C(=O)Nc2ccc(F)cc2)oc2ccc(S(=O)(=O)N3CCCCCC3)cc12
    x, -5%, -29%, x, x, i, x, -27%, x
- O=C(NC1CCCCCC1)c1ccc(CN2CCOCC2)cc1
    0%, -7%, 35%[activator], 7, 5%, i, -1%, 0%, -4%
- CCCCOC(=O)C1CN(c2ccccc2)N=C1C(=O)OCC (centres undefined)
    3%, -43%, -4%, 0, u, i, 2%, -5%, -5%
- CS(=O)(=O)c1ccc2nc(NC(=O)c3cc4ccccc4o3)sc2c1
    -4%, -24%, 24%, 1, u, i, -8%, 0%, -1%
- Cc1oncc1C(=O)N1CCCC(CO)(Cc2ccc(F)cc2F)C1 (centres undefined)
    26%, -1%, 22%, -2, 10%, i, 19%, -11%, 2%
- COc1ccc2cc(CCNC(=O)c3ccc(S(=O)(=O)N4CCCC4)cc3)c(=O)[nH]c2c1
    2%, 0%, -1%, -11, -2%, i, -1%, -1%, -4%
- Cc1cc(NC(=O)COC(=O)c2oc3c(Cl)cccc3c2C)no1
    2%, u, -6%, 25, 5%, i, 1%, 4%, 1%
- CCOc1ccc(CCNC(=O)c2cc3c(C)nccc3[nH]c2=O)cc1OCC
    u, u, -23%, 13, 3%, i, -3%, -13%, 10%
- CCN1CCN(c2cc(C)c3cc(NC(=O)Cc4ccccc4OC)ccc3n2)CC1
    0%, -30%, -14%, 9, u, i, 3%, 8%, 20%
- CCOc1ccc(OCC)c(NC(=O)CN(C)S(=O)(=O)c2ccc3c(c2)CCCC(=O)N3)c1
    x, u, u, x, x, i, x, -5%, x
- COCC(C)N1CCC(n2nccc2NC(=O)c2ccc3c(c2)OCO3)CC1 (centres undefined)
    8%, -1%, -5%, -10, 3%, i, 5%, 15%, -4%
- O=C(CSc1nnnn1Cc1ccccc1)NCCc1ccccc1
    0%, 4%, 7%, 1, 3%, i, -3%, -7%, 3%
- COc1ccc(NS(=O)(=O)c2cccc(C(=O)N/N=C/c3cn(-c4ccccc4)nc3-c3ccccc3)c2)cc1
    u, 29%, 16%, u, 1%, i, u, -1%, -6%
- CCc1ccc(NC(=O)N2CCC(N3CCN(Cc4ccc(C)cc4)C(=O)C3=O)CC2)cc1
    x, u, 10%, x, x, i, x, -12%, x
- COc1ccc(C2CC=C(C(C)=O)CN2S(=O)(=O)c2ccc(Cl)cc2)cc1 (centres undefined)
    u, 5%&-7%, -17%&-27%, -22&-11, x, i, -14%&-4%, -1%&-1%, x
- Cc1occc1C(=O)NCc1nc(-c2ccccc2)no1
    11%, -4%, -5%, -19, 15%, i, 8%, 2%, -8%
- Cc1c(C(=O)NCc2ccc(Cl)c(Cl)c2)sc(=O)n1Cc1ccccc1F
    u, u, u, -15, x, i, u, u, x
- CS(=O)(=O)N(Cc1ccccc1)c1ccc(C(=O)NC2CCCCC2O)cc1 (centres undefined)
    14%, 7%, 1%, -2, -2%, i, -4%, 3%, -2%
- COc1ccc(C)cc1NC(=O)C1CCN(C(=O)c2ccco2)CC1
    20%, u, -4%, -10, 6%, i, 1%, -6%, -2%
- CCOC(=O)Cc1nnc(Nc2cccc(O)c2)c2ccccc12
    23%, -6%, 1%, 6, -2%, i, 26%, -1%, -9%
- COc1ccc(OC)c(/C=C/C(=O)OCC(=O)N2CCN(S(=O)(=O)c3ccc(C)cc3C)CC2)c1
    9%, -11%, 2%, 18, 4%, i, 5%, 11%, 1%
- CCc1nnc(NC(=O)CSc2nnc(-c3cccnc3)n2C)s1
    7%, 16%, 13%, 22, 7%, i, 18%, 11%, -104%[inhibitor]
- CCN(CC)c1nc(C#N)nc(N(CC)CC)n1
    -1%, 0%&-17%, 6%, 1, 9%, i, 1%, 12%&0%, -8%
- C[C@H]1Cn2cnc(C(=O)Nc3ccc(CNC(=O)OC(C)(C)C)cc3)c2C(=O)N1
    2%, -16%, 4%, u, x, i, 23%, u, x
- Cc1cccc(NC(=O)COc2ccc3c(c2)CCC3)n1
    -1%, u, 11%, -13, u, i, 1%, 1%, -6%
- O=C(NCc1ccc(Cl)cc1)C(=O)Nc1ccc(Br)cc1
    x, 21%, -1%, x, x, i, x, 0%, x
- COc1ccc(C2CC(c3ccccc3)=NN2C(=S)Nc2ccccc2)cc1 (centres undefined)
    19%, -19%, -9%, -18, -2%, i, 14%, -1%, -2%
- CC(C)(C)n1cnc2cc(NS(=O)(=O)c3ccccc3)ccc21
    -1%[9.24 µM], u, 13%, -7, 2%, i, -2%, 0%, -6%
- CCc1cccc(NC(=O)c2cn3c4c(ccc(Cl)c4c2=O)OC(C)C3)c1 (centres undefined)
    x, 5%, -24%, x, x, i, x, 0%, x
- O=C(c1cccc(S(=O)(=O)N2CCOCC2)c1)N1CCN(S(=O)(=O)c2cccs2)CC1
    2%, 0%, x, 56, -2%, i, 6%, 2%, 24%
- O=c1[nH]nc(SCc2nc3ccccc3s2)n1C1CC1
    1%, u, x, 31, 1%, i, -4%, -2%, -4%
- Cc1nccn1CC(=O)N/N=C/c1cccc(O)c1
    12%, -12%, -2%, 14, -4%, i, 12%, 4%, -1%
- O=c1[nH]c2ccc([N+](=O)[O-])cc2[nH]1
    -13%, u, -8%, 7, -24%, i, -1%, -15%, -7%
- COc1ccc(-c2onc(C)c2-c2cnn(-c3ccccc3)c2)c(O)c1C
    -3%, -23%, -3%, 9, u, i, -13%, -14%, u
- Cc1ccc(NC2=C/C(=N/S(=O)(=O)c3cccs3)c3ccccc3C2=O)cc1C
    0%, -12%, 8%, 0, u, i, -1%, 11%, -5%
- CCOc1ccc(N=C/C=C/c2ccccc2)c(O)c1
    3%, u, x, -6, -1%, u, -2%, -11%, 0%
- CCn1c(C)nc2cc(C(=O)NNS(=O)(=O)c3c(F)cc(F)c(Cl)c3F)ccc21
    -3%, -7%, -11%, -2, u, i, 1%, u, 2%
- COCCN(Cc1ccccc1)C(=O)c1cccc(S(=O)(=O)N2CCN(c3ccccc3)CC2)c1
    -2%, -11%, -30%, -5, 40%, i, -4%, -12%, u
- CCOC(=O)C1CCC(CN(Cc2ccc(OC)cc2)S(=O)(=O)c2ccc(F)c(C(=O)Nc3cc(Cl)ccc3OC)c2)CC1 (centres undefined)
    x, -4%, 11%, x, x, i, x, u, x
- Cc1ccc(CC(=O)N2CCN(S(=O)(=O)c3ccccc3)CC2)cc1C
    0%, u, -18%, -5, 4%, i, -1%, -5%, 14%
- COc1ccc(NC(=O)NN2CCN(C)CC2)c(OC)c1
    17%, 6%, 3%, -2, 1%, i, 0%, 5%, 8%
- CCOc1ccc(CCNC(=O)COC(=O)CCS(=O)(=O)c2ccc(C)cc2)cc1OCC
    12%, -1%, 5%, 2, 1%, i, 2%, -6%, -7%

# Entries listed so far that have two or more sulfur atoms (six):
# Value order: HT1080 IDH1KD tx, KB-V1 cytotox, ATXN2 expr inh, IL-1B inflam inh, MCF10A rereplic, ATXN viability, HT1080-NT tox, KB-3-1 tox, SW480 rereplic
- CN(C(=O)CSc1nc2ccc(NC(=O)c3ccccc3)cc2s1)c1ccccc1
    x, u, u, x, x, u, x, u, x
- CS(=O)(=O)c1ccc2nc(NC(=O)c3cc4ccccc4o3)sc2c1
    -4%, -24%, 24%, 1, u, i, -8%, 0%, -1%
- CCc1nnc(NC(=O)CSc2nnc(-c3cccnc3)n2C)s1
    7%, 16%, 13%, 22, 7%, i, 18%, 11%, -104%[inhibitor]
- O=C(c1cccc(S(=O)(=O)N2CCOCC2)c1)N1CCN(S(=O)(=O)c2cccs2)CC1
    2%, 0%, x, 56, -2%, i, 6%, 2%, 24%
- O=c1[nH]nc(SCc2nc3ccccc3s2)n1C1CC1
    1%, u, x, 31, 1%, i, -4%, -2%, -4%
- Cc1ccc(NC2=C/C(=N/S(=O)(=O)c3cccs3)c3ccccc3C2=O)cc1C
    0%, -12%, 8%, 0, u, i, -1%, 11%, -5%
